Assay outcomes from PubChem BioAssay.
Nrf2 activator: activators of Nrf2 (ARE) signaling; AREc32 ARE-luciferase reporter (MCF7-derived line), luminescence, 24 h; AID 624171; Potency, µM (top dose mostly 46.1 µM), without a hit: at the top dose activation, usual class: activators; 410,000 tested, 0.31% active; also: potency is read from the fitted curve at half-maximal effect; % of control where 0% means no effect; nearly all actives have a fitted effect of over 65% in size
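ARE-driven firefly luciferase activity in AREc32 cells measured after a 24 hr compound exposure at 37 deg C, using Steady-Glo reagent and a 30 min room-temperature hold.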
pAkt inh: inhibitors of Akt phosphorylation; AID 651550; 360,000 tested, 0.32% active; activity change, % for hits at 50 µM; Neuro2A IGF-stimulated pAkt S473 HTRF, 20 min; active compounds read low; in the data active = activity change below about -80%; inconclusive = mostly about -51% to -80%; also: % is scaled to controls: 0 for no effect and ±100 for the full control effect
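Neuro2A cells (4,500/well, DMEM with 0.5% FBS) were treated with compound at a single 50 µM final concentration, stimulated with 6 nM IGF for 20 min at 37 °C, and lysed. Phospho-Akt Ser473 was read by HTRF as 665/615 ratio ×10^4.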
CCT chaperon mod: changes cytosolic chaperonin activity | activity change, % (concentration not given with the values), hits read low | 360,000 tested, 0.3% active | purified chaperonin ATPase assay, HTRF ADP detection, 30 min | AID 651819; in the data active = activity change below about -30%; also: % is scaled to controls: 0 for no effect and ±100 for the full control effect
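First, chaperonin was dispensed at 40 nM or 20 nM final depending on batch activity. Next, compounds were pinned at 76 uM and ATP added at 10 uM. After 30 min at 37 °C, ADP detection reagents ran 30 min at ambient temperature.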
Nrf2 inh: Nrf2 pathway inhibition; A549 ARE-Fluc reporter, luciferase luminescence, 18-24 h; Potency, µM (series often up to 46 µM), for the others: at the top dose activity change, negative = inhibition, hits mostly inhibitors; 360,000 tested, 2.1% active; also: potency is read from the fitted curve at half-maximal effect; % is scaled to controls: 0 for no effect and ±100 for the full control effect; nearly all actives have a fitted effect of over 60% in size
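Quantitative HTS in A549 cells stably bearing an antioxidant response element-firefly luciferase construct. Inhibition of Nrf2-driven transcription was scored by luminescence after 18-24 h of compound exposure at 37 °C.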
TGFb SMAD3 inh: blocks TGF-b signaling | HepG2 CAGA-GFP TGF-b/SMAD3 reporter, GFP fluorescence, 18 h; TGF-beta stimulated, 500 pg/mL final | Potency, µM (top dose mostly 46.1 µM), for inactives: at the top dose activity, negative = inhibition, actives largely listed as inhibitors | 410,000 tested, 1.2% active | AID 588855; also: potency is read from the fitted curve at half-maximal effect; % is scaled to controls: 0 for no effect and ±100 for the full control effect; nearly all actives have a fitted effect of over 65% in size
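Cell-based qHTS in HEPG2 carrying a CAGA-GFP Smad reporter; compounds added before 500 pg/mL final TGF-beta, 18 h incubation at 37 degrees C, GFP fluorescence quantified per cell by imaging cytometry.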
Mm-Cpn inhibitor: blocks the Methanococcus maripaludis chaperonin Mm-Cpn; AID 504842; purified Mm-Cpn ATPase, ADP Transcreener TR-FRET; 330,000 tested, 0.031% active; Potency, µM (series often up to 76.9 µM), for inactives: top-dose activity, negative = inhibition, most hits filed as inhibitors; also: potency is read from the fitted curve at half-maximal effect; % is scaled to controls: 0 for no effect and ±100 for the full control effect; nearly all actives have a fitted effect of over 80% in size
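ATP (10 uM final) was added to archaeal chaperonin (25 nM final) after 10 min exposure to test compound at 37°C; after 30 min further incubation, ADP was detected by competitive TR-FRET.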
A549 viability: counter-screen for Nrf2 inhibitors: cytotoxicity in A549 cells | A549 ARE-Fluc cells, CellTiter-Fluor viability, 18-24 h | 390,000 tested, 0.16% active | Potency, µM (doses to about 46 µM), for inactives: at the highest dose activity change, negative = cytotoxicity, usual class: inhibitors | AID 504648; also: potency is read from the fitted curve at half-maximal effect; % is scaled to controls: 0 for no effect and ±100 for the full control effect
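A549 ARE-Fluc cells in 5% FBS OPTI-MEM, 5000 cells/well, rested 2 h then exposed to compounds in concentration-response for 18-24 h at 37 °C. Viability by CellTiter-Fluor fluorescence (Ex 405/Em 525) after 30 min; luciferase luminescence (BugLite, 15 min, RT) read afterwards.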
S2 tox: reduces viability in counter-screen for ATXN expression inhibitors | AID 651635 | Potency, µM (highest dose often 56.7 µM), most hits filed as cytotoxic | S2 cells (HEK-293 line with an ATXN2-luciferase reporter) viability, CellTiter-Fluor protease fluorescence, 24 h | 400,000 tested, 0.49% active; also: potency is read from the fitted curve at half-maximal effect; nearly all actives have a fitted effect of over 40% in size
HepG2 tox: HepG2 cytotoxicity, counter-screen for TGF-b inhibitors | HepG2 CAGA-GFP viability, ATP luminescence, 18 h | Potency, µM (top dose mostly 46.1 µM), without a hit: at the top dose activity change, negative = cytotoxicity, actives largely listed as cytotoxic | 410,000 tested, 0.76% active | AID 588856; also: potency is read from the fitted curve at half-maximal effect; some results filed as inactive show a strong effect at the top dose
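CellTiter-Glo luminescence gave cytotoxicity after 18 hours at 37 degrees C. The cells were HepG2 CAGA-GFP in 1% FBS DMEM, stimulated with 500 pg/mL TGF-beta after compound addition. %Activity was normalised to no-cell wells (complete cell-killing) and DMSO (no toxicity), and curves were fitted and classified.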
Starred values were filed as active, the others as inactive; i = inactive; u = inconclusive; x = not tested or not shown; & = joins results of further samples; [ ] = remark or other dose. Unless noted, calls follow the shape of the dose curve; as a rule, active = well fitted curve in the direction sought with a large enough effect; inconclusive = small, poorly fitted or top-dose-only effect, or another doubt; inactive = no such curve, though single readings can be large; an effect the other way counts as inactive or inconclusive.

SMILES | Nrf2 activator | pAkt inh | CCT chaperon mod | Nrf2 inh | TGFb SMAD3 inh | Mm-Cpn inhibitor | A549 viability | S2 tox | HepG2 tox
COc1ccc(NC(=S)Nc2ccc(S(=O)(=O)N3CCOCC3)cc2)c(OC)c1 | 0.3% | i | 2.2 | -5% | 2% | -8% | 11% | i | 1%
O=C(Cc1ccc(S(=O)(=O)N2CCOCC2)s1)N(Cc1ccccc1)c1ccccc1 | -0.4% | i | -2.7 | -19% | u | 1% | 9% | i | -3%
O=C(/C=C/c1ccco1)N1CCN(c2ccccc2)CC1 | 15% | i | -0.9 | 1% | 0% | -1% | 5% | i | -28%
CN(C(=O)c1cc(-c2cccs2)nn1-c1ccccc1)C1CCS(=O)(=O)C1 (stereo unspecified) | -0.7% | i | 1.0 | x | 4% | x | x | i | -7%
CCn1c(SCC(=O)OC)nnc1-c1ccccc1 | -0.2% | i | -2.8 | -8% | -15% | -2% | 1% | i | -3%
COc1ccc(Cl)cc1C(=O)NCCc1ccc(S(=O)(=O)NC(=O)NC2CCCCC2)cc1 | 1.0% | i | 1.6 | -18% | -4% | 1%[15.4 µM] | -2% | i | -16%
O=C(OCc1ccccc1)N1CCC2CC1c1ccc(N3CCOCC3)cc12 (stereo unspecified) | 6.0% | i | -0.5 | x | -2% | x | x | i | -9%
CN(Cc1nc(-c2ccc(C(F)(F)F)cc2)no1)C1CCOCC1 | -0.7% | i | -1.4 | 11% | -18% | 1% | 1% | i | -3%
Cc1ccc(S(=O)(=O)N2CCCC2C(=O)n2nc(C)cc2C)cc1 (stereo unspecified) | -0.5% | i | -0.6 | -2% | -14% | 0% | -7% | i | -25%
COc1ccc(C(C)NC(=O)C23CC4CC(CC(C4)C2)C3)cc1OC (stereo unspecified) | 0.0% | i | -0.4 | 2% | 0% | 1% | 6% | i | -31%
CCOCCOC(=O)c1ccc2c(c1)N(Cc1ccccc1C#N)C(=O)c1ccccc1S2(=O)=O | 0.2% | x | x | u | -38% | x | 7% | i | -26%
O=C(O)c1cccnc1SCc1cccc(Cl)c1 | -0.1%&4.8% | i | -2.4 | 3% | u | -2% | -9%&-9% | i | 5%&3%
O=C(Nc1cnn(Cc2ccc(F)cc2)c1)C(c1ccccc1)c1ccccc1 | -0.5% | i | -1.1 | 6% | 13µM* | 1% | -10% | i | -5%
COc1ccc(-c2csc(NC(=O)C3CSC4(C)CCC(=O)N34)n2)cc1OC (stereo unspecified) | 2.9% | i | -4.5 | -14% | 20% | 0% | -4% | i | -4%
Cc1ccc(-n2nnc3c(=O)n(CC(=O)NCC4CCCO4)cnc32)cc1 (stereo unspecified) | -0.7% | i | 1.8 | 0% | -7% | 1% | -3% | i | 4%
CCC1(c2ccccc2)SC(=O)NC1=O (stereo unspecified) | -0.5% | i | 2.0 | -5% | -5% | x | 0% | i | -11%
CCO[C@H]1c2c(ccc3ccc(=O)oc23)OC(C)(C)[C@H]1O | 0.3% | i | 0.2 | 16% | -5% | 0% | -2% | i | 3%
Cc1cc2nc(-c3nnnn3-c3c(C)cccc3C)c(=O)[nH]c2cc1C | -0.8% | i | 0.2 | x | x | x | x | i | x
O=C(c1ccc(S(=O)(=O)N2CCCC2)cc1)N1CCCc2ccccc21 | -0.1% | i | 0.1 | x | 5% | 0% | 1% | i | 24%
O=C(OCC(=O)N1CCCCCC1)c1ccc(S(=O)(=O)N2CCOCC2)cc1 | -0.5% | i | 3.6 | 16% | 0% | -2% | 1% | i | 7%
CC12CCC(=O)N1C(C(=O)NNC(=O)COc1cccc(C(F)(F)F)c1)CS2 (stereo unspecified) | -0.6% | i | -1.7 | 2% | -13% | 0% | -3% | i | -30%
CN(CC(=O)Nc1cccc(F)c1)C(=O)c1cn(-c2ccccc2)nc1-c1ccccc1 | 3.8% | i | -2.5 | -8% | -12% | -4% | -4% | i | -8%
Cc1c(C(=O)N2CCOCC2)c(S(=O)(=O)Nc2ccc(OC(F)(F)F)cc2)c(C)n1C | -1.3% | i | -1.6 | -15% | 13% | -2% | 0% | i | 4%
CC(C)c1onc(C(=O)N(C)C2CCCCC2)c1[N+](=O)[O-] | u | i | -0.9 | -5% | -2% | 1% | 8% | i | -1%
CCc1ccccc1NC(=S)N(CCCN1CCOCC1)Cc1cccs1 | 4.7% | i | 1.6 | 9% | -12% | -1% | 5% | u | -22%
COCCNC(=O)CSc1nc(-c2ccccc2)[nH]c1-c1ccc(OC)cc1 | -0.5% | x | x | -9% | -31% | x | 2% | x | -31%
C=CCSc1nnc(-c2ccccc2N=Cc2c(C)[nH]n(-c3ccccc3)c2=O)c(=O)[nH]1 | 4.4% | i | 0.1 | x | -29% | -1% | 5% | i | -23%
Fc1ccc(CSc2nsc(SCc3ccc(F)cc3)n2)cc1 | 0.2% | x | -19 | -11% | 3% | 1% | 2% | i | 10%
CC(C)(C)OC(=O)N(CCc1ccccc1)Cc1ccc(OCc2cccc(NC(=O)c3ccccc3)c2)cc1 | 1.3% | i | 1.5 | -9% | -19% | x | -2% | i | -22%
COc1ccccc1NC(=O)CCN1CCN(c2ccc(Cl)cc2)CC1 | 0.8% | i | 1.3 | -25% | u | 1% | 10% | i | -43%
CCSc1nc2nc(C)cc(C)n2n1 | -0.2% | i | -1.7 | 16% | -16% | -1% | -2% | i | 16%
COc1ccc(C(=O)N/C(=C/c2cccc3ccccc23)C(=O)NCCc2c[nH]c3ccccc23)cc1OC | -0.5% | i | -1.0 | 2% | -2% | -9% | -4% | i | 5%
CCN1C(=O)[C@H]2[C@H]3CN=C(SCc4ccccc4)N3[C@@](Cc3ccccc3)(C(=O)OC)[C@H]2C1=O | 3.9% | i | -1.6 | -4% | u | -1% | 0% | i | -36%
COC(=O)CN(C)C(=O)c1ccccc1OC1CCN(S(C)(=O)=O)CC1 | -0.2% | i | -1.0 | -9% | -9% | 1% | -1% | i | 8%
COc1ccc(OCc2nc3ccccc3n2C(C)c2ccccc2)cc1 (stereo unspecified) | 4.6% | x | x | -8% | u | x | -1% | i | -49%
CCn1nccc1C(=O)Nc1ccc(C)c(C)c1 | 9.7% | i | 1.0 | u | -3% | -4% | 0% | i | -33%

Arranged by the number under Mm-Cpn inhibitor (smallest number first): three from the list above.
| compound | Nrf2 activator | pAkt inh | CCT chaperon mod | Nrf2 inh | TGFb SMAD3 inh | Mm-Cpn inhibitor |
| --- | --- | --- | --- | --- | --- | --- |
| CCn1nccc1C(=O)Nc1ccc(C)c(C)c1 | 9.7% | i | 1.0 | u | -3% | -4% |
| CCc1ccccc1NC(=S)N(CCCN1CCOCC1)Cc1cccs1 | 4.7% | i | 1.6 | 9% | -12% | -1% |
| COC(=O)CN(C)C(=O)c1ccccc1OC1CCN(S(C)(=O)=O)CC1 | -0.2% | i | -1.0 | -9% | -9% | 1% |

Next section.
SMILES | Nrf2 activator | pAkt inh | CCT chaperon mod | Nrf2 inh | TGFb SMAD3 inh | Mm-Cpn inhibitor | A549 viability | S2 tox | HepG2 tox
Cc1cccc(NC(=O)CSCC(=O)NNC(=O)c2ccoc2C)c1 | -0.4% | i | -2.7 | 0% | u | 2% | 1% | i | -22%
CCOC(=O)c1nnc2cc(C)nn2c1C | 0.4% | i | 0.6 | 10% | -15% | -1% | 3% | i | -10%
CNS(=O)(=O)c1cccc(C(=O)OCC(=O)Nc2cc(F)ccc2F)c1 | 0.3% | i | -6.6 | -5% | -1% | 2% | -4% | i | 5%
COc1ccccc1/C=N/NC(=O)c1ccc(Br)cc1 | 3.4% | i | -1.8 | u | -6% | -5% | 1% | i | -12%
COc1ccc(C2(CNC(=O)Cc3ccccc3)CCCC2)cc1OC | -0.7% | i | 2.8 | 4% | 10% | 0% | 1% | i | 6%
O=C(CN1C(=O)NC2(CCc3ccccc32)C1=O)NC1CCCCC1 (stereo unspecified) | -0.2% | i | -0.9 | x | -3% | x | x | i | -24%
CS(=O)(=O)NCCSCc1c(F)cccc1Cl | -0.6% | i | -2.6 | -20% | 6% | 2% | -9% | i | 8%
CN(C)C(=S)Nc1ccc2c(c1)OCO2 | -0.4% | i | -0.2 | -4% | 18% | -1% | -4% | i | 8%
Cc1ccc2oc(=O)n(CC(=O)O)c2c1 | -0.5% | i | -0.6 | 4% | 4% | 2% | 2% | i | 11%
O=C(CCC(=O)N(CC(=O)NC1CCCC1)c1ccccc1F)Nc1nccs1 | 0.3% | i | 0.7 | -11% | -19% | 2% | -5% | i | 22%
Cc1nnc(N/N=C/c2ccco2)n1N | 14% | i | -6.1 | -7% | 8% | -1% | -11% | i | -5%
O=C(CCCCCn1c(=O)[nH]c2ccsc2c1=O)N1CCN(C2CCCCC2)CC1 | 0.2% | i | 7.4 | 5% | 1% | 1% | 0% | i | 1%
Cc1cc(OCC(=O)N(C)C2CCCCC2)cc(C)c1Cl | -0.4% | i | -0.2 | 19% | -17% | 2% | 1% | i | -6%
COC(=O)c1ccc(-n2nnnc2SC)cc1 | 1.7% | i | 1.4 | u | 17% | 1% | 30% | i | -22%
CCN1C(=O)C(=O)N(CC(=O)Nc2ccccc2Oc2ccccc2)C1=O | -0.3% | i | 1.5 | -27% | -1% | 3% | 4% | i | -3%
Cn1c(CN2CCCC2)nc2cc(NC(=O)COc3ccc(Cl)cc3)ccc21 | -0.1% | i | -2.9 | u | u | -1% | -4% | i | -29%
CNC(=S)NNC(=O)c1cccn(Cc2cccc(C(F)(F)F)c2)c1=O | -0.1% | i | -1.6 | -16% | 12% | -4% | -7% | i | -1%
CC(C)OCCCN1C(=O)c2ccccc2C1C(=O)NC1CCCCC1 (stereo unspecified) | -0.9% | i | -1.3 | 1% | -12% | 1% | -6% | i | -10%
CC(=O)N1c2ccccc2Sc2ccc3ccccc3c21 | 0.2% | i | -1.0 | x | -3% | x | x | u | -21%
